# TTR transcr act: TTR transcription activators in neuroblastoma reporter cells, primary screen, cell-based, luminescence, SH-SY5Y, TTR promoter Gaussia luciferase; hit rate 1.3% among 92,000; activation, % at 16.7 µM; AID 1117267, 2014; 100% = recombinant luciferase protein wells;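 active = activation above the mean of all tested compounds plus 3 SD, cut at about 9.5% in these data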;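 also: cells exposed to compounds for one day before reading; 0% = median of all test compound wells on the plate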
# * = called active by the depositor.
SMILES,TTR transcr act
Cc1ccc(NC(=O)c2cnc(SCC(=O)NCC3CCCO3)n(C)c2=O)cc1C (stereo not drawn),-2.2
Cc1ccc(S(=O)(=O)NCC(=O)N2CCC(C)CC2)cc1,-0.8
CCN(CC)CCNCc1cc(Br)ccc1OCC(=O)NCc1ccccc1,-1.1
CCN(CC)C(=O)CN(C)S(=O)(=O)c1cccc2nsnc12,2.5
Cc1ccc(-c2ccc(=O)n(CC(=O)Nc3cccc(C(=O)N4CCN(C)CC4)c3)n2)cc1,2.4
Cc1ccc(S(=O)(=O)N(C)C)cc1NC(=O)Nc1ccccc1F,-1.8
CC(=O)NN1C(=O)/C(=C\c2ccc(O)cc2)SC1=S,-1.1
Cc1ccccc1-c1cc2c(c3c1ccn3C)C1CCC2C1 (stereo not drawn),10.3*
Cc1ccc(CN2CCN(/N=C/c3ccc(N(C)C)cc3)CC2)cc1,1.1
CC(C)(C)C1CCC(=NNc2ncc(C(F)(F)F)cc2Cl)CC1 (stereo not drawn),1.1
Cc1cc2nc3n(c2cc1C)CC1CC(C(=O)NCC2CC2)N(C)C31 (stereo not drawn),1.5
CC(=O)Nc1ccccc1-c1nc2ccc(C(=O)N3CCN(c4ccccc4)CC3)cc2[nH]c1=O,-2.6
Cc1cccc2nc(=S)n(C(=O)c3ccco3)n12,0.3
Clc1ccc(-c2csc(N3CCSCC3)n2)cc1,2.6
COc1ccccc1-c1ccc(SCc2ccccc2)nn1,-0.4
CCC(C)NC(=O)COc1ccccc1[N+](=O)[O-] (stereo not drawn),3.7
Cc1cccc(N2CCN(C(=O)CCN3C(=O)C4C5C=CC(C5)C4C3=O)CC2C)c1 (stereo not drawn),0.5
COc1ccc(C(=O)NCc2ccc(C(=O)O)o2)cc1,0.2
CCN1CCN(c2cc(C)c3cc(NC(=O)c4cnccn4)ccc3n2)CC1,-0.2
CC(=O)Nc1cccc(NC(C)=O)n1,0.1
Cc1ccc(-c2cn(CCN)c(-c3ccc(Cl)nc3)n2)cc1,2.1
CC(C)(C)c1ccc(C(=O)c2c[nH]c(C(=O)NCc3cccnc3)c2)cc1,-2.3
Brc1ccc(CSc2ncnc3nc[nH]c23)cc1,5.0
Cc1ccccc1NC(=O)C1CC(=O)N(c2ccccc2F)C1 (stereo not drawn),-1.9
Cc1ccc(C)c(CN2C(=O)C(C)Oc3ccc(C)cc32)c1 (stereo not drawn),0.1
COC(=O)[C@H](Cc1ccccc1)NC(=O)c1cc(COc2c(F)cccc2F)on1,2.2
CCOC(=O)CC(NC(=O)Cn1nnc(-c2ccccc2F)n1)c1ccccc1Cl (stereo not drawn),-2.9
Cc1cc(NC(=O)c2coc(=O)c(Br)c2)ccc1C(C)C,-2.4
Cc1ccc(C(=O)NC(C)c2ccc(-n3ccnc3)cc2)cc1S(=O)(=O)N1CCOCC1 (stereo not drawn),-1.2
N=C1/C(=C/c2ccc(-c3cccc(C(=O)O)c3)o2)C(=O)N=C2SC=C(c3ccccc3)N12,-1.5
CCOC(=O)C(C)Oc1cccc2c(=O)n(CC(=O)NCc3ccc(F)cc3)ccc12 (stereo not drawn),-1.1
COc1cccc(/C=N/NC(=O)CCn2nnc3ccccc32)c1,-0.2
CCOC(=O)N1CCC(n2c(=S)[nH]c3ccccc3c2=O)CC1,0.7
CCOC(=O)C1=C(C)NC(C)=C(C(=O)OCC)C1C,0.3
COc1ccc(N(C(C)C(=O)NN=C2CCCCCCC2)S(C)(=O)=O)cc1 (stereo not drawn),14.8*
Cc1nnsc1C(=O)Nc1ccc(S(=O)(=O)N2CCCCC2C)cc1 (stereo not drawn),3.5
CC(C)CC(=O)NC(=S)Nc1ccc(NC(=O)c2ccco2)cc1,-1.7
Cc1ccc([C@H]2C(C(=O)O)=CC[C@@H](c3cccc(Cl)c3)N2S(=O)(=O)c2ccc(C)cc2)cc1,-0.1
Cc1ccc(NC(=S)N2CCN(c3ccccn3)CC2)c(C)c1,0.9
COc1ccc(OC)c(CC(NC(C)=O)C(=O)NC2CCN(S(=O)(=O)c3ccc(NC(C)=O)cc3)CC2)c1 (stereo not drawn),0.4
COc1ccc(/C(C)=N/NC2=NCCN2)cc1Cl,-0.3
CC(=O)c1nnn(-c2ccccc2C#N)c1C,-1.6
CCCS(=O)(=O)N1CCN=C1SCc1cccnc1,14.9*
CCN(CC)C(=O)Cn1cc(/C=C(\C#N)C(=O)NC2CC2)c2ccccc21,0.0
O=C(NCc1ccccc1)C(=O)NCC(c1ccco1)N1CCN(c2ccccc2F)CC1 (stereo not drawn),-0.6
COc1ccccc1CCNC(=O)c1cnccn1,2.2
CCc1ccc(NC(=O)c2ccc(C3SCC(=O)N3CCc3ccccc3)cc2)cc1 (stereo not drawn),-2.6
CCOC(=O)c1c(C)noc1-c1ccco1,6.8
O=C(CCCn1c(=O)oc2ccccc21)N1CCN(c2ccccn2)CC1,-2.0
COC(=O)[C@@]1(C(C)C)N=C(c2cc(OC)c(OC)c(OC)c2)[C@]2(O1)C(=O)N(Cc1cn(Cc3ccccc3)nn1)c1ccc(F)cc12,-0.3
Cc1ccc(OC(=O)N(C)C[C@H]2OCc3cn(nn3)CCCC(=O)N([C@H](C)CO)C[C@@H]2C)cc1,0.2
CC1CCN(C(=O)c2[nH]cnc2C(=O)NCCCCCNC(=O)OC(C)(C)C)CC1,1.2
CCOC(=O)c1cnc(Nc2nc3ccccc3o2)nc1CSC(=S)N(CC)CC,0.2
Cc1[nH][nH]c(=O)c1C(c1c(C)[nH][nH]c1=O)c1cn(C)c2ccccc12,1.6
COc1ccc(/C(O)=C2/C(=O)C(=O)N(c3ncccn3)C2c2ccc(F)cc2)cc1 (stereo not drawn),-0.8
COc1ccc(S(=O)(=O)N2CCCCC2)cc1NC(=O)COC(=O)c1ccco1,0.5
C(=N\Nc1nn[nH]n1)/c1ccccc1,0.5
CCOc1ccc(/C=N/Nc2cc(C)nc(N3CCOCC3)n2)cc1,1.4
Cc1ccc(NC(=O)CSCc2cc(=O)n3cc(C)sc3n2)c(C)c1,0.9
Cc1nc2cc(NC(=O)C3COc4ccccc4O3)ccc2s1 (stereo not drawn),-0.9
# New compounds follow.
SMILES,TTR transcr act
Cc1cc(/C=C2\NC(=S)NC2=O)c(C)n1-c1cccnc1,7.6
CC(C)SCC(=O)Nc1ncc2c(n1)-c1ccccc1CC2,2.7
COc1ccc(/C=N/NC(=O)c2ccn[nH]2)cc1Cn1nc(C)c([N+](=O)[O-])c1C,2.8
COC(=O)C(CCCCNC(=O)OCc1ccccc1)NC(=O)CN (stereo not drawn),0.7
CC(=O)Nc1ccc(S(=O)(=O)N2CCN(S(=O)(=O)N3CCCCCC3)CC2)cc1,0.6
CCC(C)(C)NC(=O)/C=C/c1ccc(OC)c(S(=O)(=O)N2CCOCC2)c1,-0.2
COCCNc1nc(NCCOc2ccccc2Cl)c2sccc2n1,-2.8
COC(=O)Nc1ccc(S(=O)(=O)N(C)CC(F)(F)C(F)F)cc1,0.0
COc1ccc(-c2nc3c(s2)CCc2onc(-c4ccc(Br)cc4)c2-3)cc1,3.0
Cc1ccc(OCC(=O)N(Cc2ccco2)C2CCS(=O)(=O)C2)cc1 (stereo not drawn),0.6
Cc1ccc(NS(=O)(=O)c2cccc(C(=O)NCC3(N(C)C)CCCCC3)c2)cc1,6.4
CCCNC(=O)Cn1c(=O)/c(=C\c2ccc(-c3cccc([N+](=O)[O-])c3)o2)s/c1=C\C(=O)C(C)(C)C,0.6

# 17 entries from above, tab-delimited:
Compound	TTR transcr act
Cc1ccc(NC(=O)c2cnc(SCC(=O)NCC3CCCO3)n(C)c2=O)cc1C (stereo not drawn)	-2.2
Cc1ccc(S(=O)(=O)NCC(=O)N2CCC(C)CC2)cc1	-0.8
CCN(CC)CCNCc1cc(Br)ccc1OCC(=O)NCc1ccccc1	-1.1
CCN(CC)C(=O)CN(C)S(=O)(=O)c1cccc2nsnc12	2.5
Cc1ccc(-c2ccc(=O)n(CC(=O)Nc3cccc(C(=O)N4CCN(C)CC4)c3)n2)cc1	2.4
Cc1ccc(S(=O)(=O)N(C)C)cc1NC(=O)Nc1ccccc1F	-1.8
CC(=O)NN1C(=O)/C(=C\c2ccc(O)cc2)SC1=S	-1.1
Cc1ccccc1-c1cc2c(c3c1ccn3C)C1CCC2C1 (stereo not drawn)	10.3*
Cc1ccc(CN2CCN(/N=C/c3ccc(N(C)C)cc3)CC2)cc1	1.1
CC(C)(C)C1CCC(=NNc2ncc(C(F)(F)F)cc2Cl)CC1 (stereo not drawn)	1.1
Cc1cc2nc3n(c2cc1C)CC1CC(C(=O)NCC2CC2)N(C)C31 (stereo not drawn)	1.5
CC(=O)Nc1ccccc1-c1nc2ccc(C(=O)N3CCN(c4ccccc4)CC3)cc2[nH]c1=O	-2.6
Cc1cccc2nc(=S)n(C(=O)c3ccco3)n12	0.3
Clc1ccc(-c2csc(N3CCSCC3)n2)cc1	2.6
COc1ccccc1-c1ccc(SCc2ccccc2)nn1	-0.4
CCC(C)NC(=O)COc1ccccc1[N+](=O)[O-] (stereo not drawn)	3.7
Cc1cccc(N2CCN(C(=O)CCN3C(=O)C4C5C=CC(C5)C4C3=O)CC2C)c1 (stereo not drawn)	0.5

# Additional records follow:
SMILES,TTR transcr act
CCc1nnc(NC(=O)C2(C)COC(c3ccccc3)OC2)s1 (stereo not drawn),0.4
O=C(CCC(=O)Nc1ccc(F)cc1)N/N=C/c1ccncc1,1.3
Nc1nnnn1/N=C/c1cc([N+](=O)[O-])ccc1O,1.8
Cc1ccc(C)c(OCC(=O)Nc2ccc(S(=O)(=O)N3CCN(C)CC3)cc2)c1,1.1
COc1cc2c(cc1OC)-c1n[nH]c(=S)n1C(C)(C)C2,-0.5
O=C(c1cnn(-c2ccc(Cl)cc2)c1)c1ccccc1O,-0.1
Cc1ccc(NC(=O)NC(=O)CSc2n[nH]c(N)n2)c(C)c1,1.7
O=C(Nc1ccc(N2CCCC2)cc1)c1cc(Br)ccc1Cl,0.1
Cc1ccccc1C(=O)NNC(=O)C(=O)Nc1cccc(Cl)c1C,-0.8
C[C@@H]1CN([C@H](C)CO)S(=O)(=O)c2ccc(C#CC3CCCCC3)cc2O[C@H]1CN(C)C(=O)Cc1ccncc1,-0.6
C[C@@H]1CN(S(=O)(=O)C(C)(C)C)[C@@H](CCO)/C1=C\c1ccccc1,-2.0
CC(C)c1ccc(C(O)c2cnc(C(C)C)n2C)cc1 (stereo not drawn),-2.9
O=C(Cc1ccccc1)N1O[C@H]2C=C[C@@H]1C2,1.1
Cn1cc(/C=C2\SC(=S)N(NC(=O)c3ccccc3)C2=O)c2ccccc21,-1.0
CC(C)(C)C(=O)Cn1nnc(-c2ccc(C(F)(F)F)cc2)n1,-0.3
Cc1onc(-c2ccccc2)c1-c1nnc(-c2ccccc2C(F)(F)F)o1,-0.4
Cc1cccc(NS(=O)(=O)c2ccc(C(=O)NCC(C)(C)N3CCOCC3)cc2)c1C,-0.6
O=C1NC(Cc2ccc(O)cc2)c2nc3ccccc3c(=O)n2-c2ncccc21 (stereo not drawn),-0.3
O=C(NCc1cccnc1)O[C@H]1CC[C@@]23CCCN2C(=O)CCC[C@H]3C1,1.2
COc1ccccc1NC(=O)CCC(=O)OCc1ccc([N+](=O)[O-])cc1,-0.3
Cc1ccccc1CC(=O)N1CCN(C(=O)C2CCCO2)CC1 (stereo not drawn),0.6
CC(=O)Nc1ccc(/C=N/NC(=O)c2cc3ccccc3nc2C)cc1,-0.8
Cc1[nH][nH]c(=O)c1/C=N/N1CCOCC1,0.4
Cc1ccc2nc(Cl)c(C#N)cc2c1,0.2
O=C(COc1ccc2c3c(c(=O)oc2c1)CCCC3)NCCCn1ccnc1,1.8
CC1CC(OCC(O)C[N+]2(C)CCOCC2)CC(C)(C)C1 (stereo not drawn),5.7
COC(=O)c1ccc(NC(=S)NC(=O)c2c(-c3ccccc3)noc2C)cc1,-2.5
CC(=O)OCC12COC3c4ccccc4OC(C)(CC1C)C3C2C (stereo not drawn),2.2
O=C(NC1CCCCN(Cc2ccc(Cl)cc2)C1=O)c1ccc(-c2ccccc2)cc1 (stereo not drawn),-1.1
Cc1c(C)[n+](=O)c(-c2cccs2)c(C)n1[O-],-2.8
O=C(/C=C/c1c(Cl)nc2ccccn12)N1CCCCC1,-0.5
COc1cc2c(C#Cc3cccnc3)c(-c3ccsc3)oc(=O)c2cc1OC,0.0
Cc1ccc(CNC(=O)C2CNc3cc(C)ccc3O2)cc1 (stereo not drawn),4.7
O=C(NCc1nnc(SCc2ccccc2)n1-c1ccccc1)C12CC3CC(CC(C3)C1)C2,-2.5
C[C@H](CO)N1C[C@H](C)[C@@H](CN(C)C(=O)CN2CCOCC2)Oc2ncc(-c3cncnc3)cc2C1=O,-0.2
O=C(CNC(=O)c1ccc(N2CCCC2=O)cc1)Nc1ccc(F)c(F)c1F,-1.0
CN(C)c1ccc(CC(=O)N2CCCC(c3cc(C(=O)Nc4ccccc4)no3)C2)cc1 (stereo not drawn),-0.1
c1cc2c(cc1C1CCCN1)OCCCO2 (stereo not drawn),0.0
S=c1[nH]nc(-c2ccc3ccccc3n2)n1-c1ccccc1Cl,1.0
CCNC(=S)NNC(=O)c1cc(Br)cs1,4.0
C[C@H](CO)N1C[C@H](C)[C@@H](CN(C)Cc2ccc3c(c2)OCO3)Oc2c(NS(=O)(=O)c3cn(C)cn3)cccc2C1=O,0.8
CC(C)(C)NC(=O)NCCc1ccccc1,3.8
CC1CCCN(c2cccc3c2S(=O)(=O)N([C@H](C)c2ccccc2)C[C@@H](COCc2ccccc2)O3)C1 (stereo partly drawn),-3.0
CN(C)c1ccc(/C=N/NC(=O)C[n+]2ccccc2)cc1,0.9
CCN(CC)S(=O)(=O)c1cccc(C(=O)N[C@H](C(=O)OCC(=O)Nc2ccccc2)C(C)C)c1,-1.6
CCOC(=O)C1(C)NC(c2ccccc2F)C2C(=O)N(CC)C(=O)C21 (stereo not drawn),1.9
O=C(Cn1c(=O)oc2cc(S(=O)(=O)N3CCCC3)ccc21)NC1CCCCC1,-3.2
Cc1cccc(NC(=S)N2CCC(N(C)CC3CCCO3)CC2)c1C (stereo not drawn),-0.3
COc1ccccc1OCCC(=O)OCC(=O)NCc1ccc(F)cc1,-1.4
CCC1Oc2ccc(C)cc2N(CC(=O)NCC2CCCO2)C1=O (stereo not drawn),2.2
O=c1[nH]c2c(=O)[nH]cnc2nc1-c1ccccc1,3.1

# Screening data: PubChem, The Scripps Research Institute Molecular Screening Center

# Only part of the results is shown; the hit share may differ from the screen's.
